RGS8-Gao: modulates binding of RGS8 to human Galphao. response (percent of control binding), % at 10 µM. multiplexed bead flow cytometry; actives lie on both sides. P09471. actives 0.34% (n = 220,000); in the data active = response below about 60% or above about 140%; inactive = in between;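 also: Galphao activated as the GDP aluminium fluoride complex binding bead-coupled RGS8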
GSH bead fluor: compound fluoresces at 488/530 nm on GSH beads; GSH beads flow cytometry, compound fluorescence 488/530 nm; hits give high values; fluorescence (KMESF) at 10 µM; actives 0.25% (n = 190,000); in the data active = fluorescence above about 89;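 also: glutathione beads carrying GST-tagged Bcl family fusion proteins plus one bare bead set; values are compound well signal with DMSO vehicle wells as background; inactives centre near 16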
RGS4-Gao reg: modulates binding of RGS4 to human Galphao; P09471; Multiplexed bead flow cytometry; actives lie on both sides; binding response (% of control), % at 10 µM; actives 0.33% (n = 220,000); in the data active = binding response below about 49% or above about 150%; inactive = in between;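 also: fluorescent Galphao activated with aluminum fluoride binding bead-coupled RGS4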
Bim-Bcl-B: disrupts Bim peptide binding to human Bcl-B | bead-based flow cytometry | AID 951 | inhibition, % at 10 µM | actives 0.073% (n = 190,000);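 also: 0% = tracer peptide without compound and 100% = reference inhibitor peptide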
Target sequence (Q9HD36 whole entry, looked up): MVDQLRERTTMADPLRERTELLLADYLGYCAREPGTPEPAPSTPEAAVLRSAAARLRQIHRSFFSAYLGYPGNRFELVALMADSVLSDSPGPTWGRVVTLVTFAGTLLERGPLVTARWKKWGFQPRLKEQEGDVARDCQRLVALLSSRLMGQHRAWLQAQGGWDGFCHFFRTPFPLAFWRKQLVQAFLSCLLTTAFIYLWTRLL
ABCB1 block: human ABCB1 inhibition, ABCG2 as counter-screen | P08183 | CCRF-Adr cells, JC-1 efflux, flow cytometry | inhibition, % at 6.6 µM | actives 0.067% (n = 190,000) | AID 1326; in the data active = inhibition above about 40%;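 also: 0% = vehicle and 100% = reference inhibitor; higher value means more JC-1 retained so stronger ABCB1 efflux block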
Bim-Bcl-W: human Bim-Bcl-W interaction inhibition; Q92843; bead-based flow cytometry, Bim peptide-Bcl-W binding; inhibition, % at 10 µM; actives 0.02% (n = 190,000); AID 952;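 also: 0% = bound tracer without compound and 100% = peptide blocker; higher means less fluorescent Bim peptide bound to Bcl-W beads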
Target sequence (Q92843 whole entry, looked up): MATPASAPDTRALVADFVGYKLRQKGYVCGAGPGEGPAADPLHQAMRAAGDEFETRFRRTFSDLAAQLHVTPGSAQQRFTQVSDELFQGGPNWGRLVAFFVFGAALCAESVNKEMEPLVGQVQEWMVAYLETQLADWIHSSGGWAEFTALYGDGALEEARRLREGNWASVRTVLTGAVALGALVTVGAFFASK
RGS7-Gao: regulators of human RGS7-Galphao interaction. P09471. Multiplexed bead flow cytometry, RGS7-Galphao binding; actives lie on both sides. binding response (% of control), % at 10 µM. actives 0.35% (n = 220,000); in the data active = binding response below about 49% or above about 150%; inconclusive = no clear call, values can overlap the other calls; inactive = in between;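 also: fluorescent Galphao held in activated GDP-AlF4 state binding bead-coupled RGS7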
Bim-Bcl-XL: disrupts Bim peptide binding to human Bcl-XL; Q07817; bead flow cytometry, fluorescence; inhibition, % at 10 µM; actives 0.04% (n = 190,000); AID 1007
Target sequence (Q07817 whole entry, looked up): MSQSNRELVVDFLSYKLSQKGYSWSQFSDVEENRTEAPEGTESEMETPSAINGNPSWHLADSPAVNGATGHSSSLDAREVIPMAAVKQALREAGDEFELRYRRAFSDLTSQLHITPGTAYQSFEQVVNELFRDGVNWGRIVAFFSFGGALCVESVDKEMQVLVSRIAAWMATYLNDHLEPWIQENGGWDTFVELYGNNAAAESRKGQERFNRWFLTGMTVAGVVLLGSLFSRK
Bcl-2 Bim block: human Bim-Bcl-2 interaction inhibition | actives 0.06% (n = 190,000) | Bead-based flow cytometry, Bim peptide-Bcl-2 binding | P10415 | inhibition, % at 10 µM | AID 950; in the data active = inhibition above about 40%; inconclusive = no clear call, values can overlap the other calls;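 also: 0% = no compound wells with probe peptide and 100% = reference peptide inhibitor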
Target sequence (P10415 whole entry, looked up): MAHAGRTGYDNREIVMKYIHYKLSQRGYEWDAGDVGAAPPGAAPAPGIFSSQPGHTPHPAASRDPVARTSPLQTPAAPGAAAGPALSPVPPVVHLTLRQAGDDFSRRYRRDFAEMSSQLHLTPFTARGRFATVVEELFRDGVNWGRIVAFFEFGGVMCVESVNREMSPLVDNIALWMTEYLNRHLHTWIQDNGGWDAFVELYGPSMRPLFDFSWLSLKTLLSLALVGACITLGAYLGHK
ABCG2 inh: inhibitors of human ABCG2 transporter, ABCB1 counter-screen; AID 1325; Q9UNQ0; inhibition, % at 6.6 µM; actives 0.1% (n = 190,000); IgMXP3 cells, JC-1 efflux, flow cytometry;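 active = inhibition above 80%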;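 also: 0% = DMSO and 100% = nicardipine control wells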
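System: two drug-resistant human cell lines, ABCG2 and ABCB1; controls: nicardipine high and DMSO low controls; times: 10 min exposure at 25 °C with rotation, no wash; detection: flow cytometry of retained JC-1 fluorescence; read-out basis: percent efflux inhibition, scaled nicardipine 100% to DMSO 0%; doses: one concentration, 6.6 µM final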
Bim-Bfl-1: disrupts Bim binding to human Bfl-1; Q16548; Bead-based flow cytometry, Bim-Bfl-1 binding inhibition; inhibition, % at 10 µM; actives 0.12% (n = 190,000); AID 1008;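 also: 0% = wells without compound plus tracer and 100% = blocker peptide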
An asterisk follows results filed as active; u = inconclusive. Rule as the data show it, unless noted: active = inhibition above about 40%. Random draw from the library; 1.1% or so of the library scored in one or more.

Results follow in this order: Bim-Bfl-1	Bim-Bcl-XL	RGS8-Gao	Bcl-2 Bim block	GSH bead fluor	ABCG2 inh	ABCB1 block	Bim-Bcl-B	RGS4-Gao reg	RGS7-Gao	Bim-Bcl-W
> Cc1cc(C(=O)N/N=C/c2cc([N+](=O)[O-])cc(C)c2O)n[nH]1
  0.0	-5.0	84.0	-4.0	10	46.3	-0.6	-3.0	80.3	79.3	-5.0
> CCOc1ccc(OCC)c(S(=O)(=O)N2CCCCC2)c1
  -18.0	-11.0	100.4	-9.0	26	-4.4	-0.3	-6.0	101.2	100.5	-1.0
> O=S1(=O)CCN2N=C(C3CC3)SC2=N1
  -11.0	-3.0	103.7	-5.0	61	0.5	0.4	-3.0	102.1	105.4	-1.0
> Cn1c(-c2ccc(F)cc2)cnc1NCc1ccc(F)cc1
  -8.0	-2.0	102.1	-2.0	12	22.3	0.4	-2.0	97.2	94.9	2.0
> COc1ccc(/C=C2\N=C(SC)N(c3ccccc3OC)C2=O)cc1
  -4.0	-1.0	100.1	-2.0	11	1.9	0.6	-1.0	101.8	100.8	2.0
> CC(=O)Nc1ccc(N=Nc2ccccc2)cc1
  -1.0	-4.0	102.7	-4.0	5	19.2	1.5	-2.0	98.7	98.8	-1.0
> O=c1[nH]c(SCc2cccc(Cl)c2)nc2ccccc12
  -8.0	-9.0	100.9	-10.0	16	12.6	0.7	-6.0	100.4	u	-6.0
> Cc1ccc(N2CCCn3c2cc(C)c(C#N)c3=O)cc1C
  2.0	-6.0	100.8	0.0	17	0.0	1.1	-4.0	98.5	96.7	-1.0
> CCCCc1c(O)n2c(nc3ccccc32)[nH]c1=O
  -11.0	-14.0	102.0	-7.0	45	0.5	-0.7	-11.0	100.8	102.1	0.0
> COc1cc(NC(=O)C2CCCN2S(=O)(=O)c2cccc3cccnc23)cc(OC)c1OC (stereo not drawn)
  -11.0	-4.0	102.4	-7.0	13	1.3	0.4	-5.0	104.1	102.1	-1.0
> COCCNC(=O)CN(Cc1cccs1)C(=O)CCC(=O)Nc1nccs1
  -3.0	-4.0	92.0	0.0	15	5.0	0.3	-1.0	88.7	89.0	-2.0
> CCOC(=O)C1(P(=O)(c2ccccc2)c2ccccc2)CCC1
  -11.0	-4.0	99.0	-9.0	47	2.9	-0.1	-8.0	105.0	101.2	3.0
> O=S(=O)(Nc1nc(-c2sccc2Cl)cs1)c1cc(Cl)ccc1Cl
  -8.0	-2.0	101.8	-5.0	36	-0.1	-0.2	-8.0	101.3	99.5	2.0
> C(=N\N(Cc1ccccc1)c1ccccc1)/c1ccco1
  -2.0	-1.0	99.5	0.0	16	-3.7	-2.8	-3.0	103.9	100.1	-1.0
> CC(=O)NCc1cc(-c2nn(C)c(=O)c3ccccc23)ccc1C
  -15.0	-1.0	100.2	-7.0	25	8.6	0.7	-7.0	102.1	97.2	0.0
> CCO[C@@H]1OC(C(=O)NCc2ccccc2)=C[C@H](C2CCCCC2)[C@H]1CCCO
  -3.0	-4.0	100.6	-5.0	21	3.9	1.4	-5.0	100.3	98.3	0.0
> CC(=O)Oc1ccccc1N(C(C)=O)S(=O)(=O)c1cccc([N+](=O)[O-])c1
  -5.0	-4.0	100.8	-5.0	10	9.2	0.7	-4.0	102.0	96.3	-1.0
> O=C(CCC1CCCN(C(=O)CC2=CCCCC2)C1)N1CCN(c2ccccn2)CC1 (stereo not drawn)
  -7.0	0.0	104.6	-3.0	10	0.5	0.9	-2.0	105.0	102.1	1.0
> CCc1nc(NCC(C)C)c(C#N)c2c1COC(C)(C)C2
  -22.0	-6.0	102.6	-10.0	26	22.3	1.2	-5.0	101.2	97.8	0.0
> COc1ccc(C(=O)NC2(C(F)(F)F)C(=O)N(Cc3ccco3)C3=C2C(=O)CC(C)(C)C3)cc1OC (stereo not drawn)
  -3.0	0.0	82.3	-4.0	26	-0.2	0.6	-4.0	95.4	95.1	-1.0
> COCCN(CCOC)S(=O)(=O)c1ccc(C(=O)Nc2nnc(C)o2)cc1
  -19.0	-6.0	103.5	-8.0	35	12.7	-0.4	-8.0	102.4	100.8	0.0
> O=C(NC(=S)N1CCOCC1)C12CCC3CC(CC(C3)C1)C2
  0.0	-2.0	100.6	-7.0	9	0.4	0.5	-10.0	103.3	102.7	-1.0
> O=C(NNC(=S)Nc1ccccc1)c1cccc(S(=O)(=O)N2CCOCC2)c1
  6.0	1.0	101.5	0.0	10	-0.5	-0.5	-28.0	97.7	101.0	4.0
> CCCCn1c(CNC(C)=O)nc2ccccc21
  -9.0	-2.0	90.8	-3.0	16	1.3	0.7	-4.0	83.7	76.7	0.0
> O=C(COc1ccc([N+](=O)[O-])cc1)N/N=C/c1ccccn1
  0.0	1.0	96.7	-1.0	8	1.2	0.1	0.0	98.2	98.5	-1.0
> CCOC(=O)CC(NC(=O)c1ccco1)c1ccc(C)cc1 (stereo not drawn)
  -17.0	-8.0	100.5	-9.0	35	-2.3	-0.9	-10.0	99.2	98.1	0.0
> CCN(CC)C(=O)/C(=C\c1ccc2c(c1)OCO2)NC(=O)c1ccc(Br)cc1
  -1.0	-2.0	104.2	-3.0	12	0.7	0.3	0.0	102.7	100.4	-3.0
> COc1ccc(Br)cc1CNC(=O)C1CCN(S(=O)(=O)N2CCCCC2)CC1
  -21.0	-7.0	102.1	-6.0	25	48.8	1.8	-4.0	105.2	101.3	0.0
> CC(C)Oc1cccc(C(=O)Nc2ccc(Br)cc2F)c1
  15.0	10.0	107.6	12.0	7	5.2	0.5	10.0	101.5	100.0	6.0
> CC1(C)OC2OC(C(=O)N/N=C/c3ccccc3F)C3OC(C)(C)OC3C2O1 (stereo not drawn)
  -24.0	-31.0	101.5	-59.0	29	1.2	0.0	-67.0	95.2	97.4	-32.0

Sorted by molecular weight (ascending): part of the list above
Results follow in this order: Bim-Bfl-1	Bim-Bcl-XL	RGS8-Gao	Bcl-2 Bim block	GSH bead fluor	ABCG2 inh	ABCB1 block	Bim-Bcl-B	RGS4-Gao reg	RGS7-Gao	Bim-Bcl-W
> CCOC(=O)CC(NC(=O)c1ccco1)c1ccc(C)cc1 (stereo not drawn)
  -17.0	-8.0	100.5	-9.0	35	-2.3	-0.9	-10.0	99.2	98.1	0.0
> CCN(CC)C(=O)/C(=C\c1ccc2c(c1)OCO2)NC(=O)c1ccc(Br)cc1
  -1.0	-2.0	104.2	-3.0	12	0.7	0.3	0.0	102.7	100.4	-3.0
> COc1ccc(Br)cc1CNC(=O)C1CCN(S(=O)(=O)N2CCCCC2)CC1
  -21.0	-7.0	102.1	-6.0	25	48.8	1.8	-4.0	105.2	101.3	0.0

(further entries)
Results follow in this order: Bim-Bfl-1	Bim-Bcl-XL	RGS8-Gao	Bcl-2 Bim block	GSH bead fluor	ABCG2 inh	ABCB1 block	Bim-Bcl-B	RGS4-Gao reg	RGS7-Gao	Bim-Bcl-W
> CCOC(=O)C1C2C=CC3(CN(Cc4ccccc4)C(=O)C13)O2 (stereo not drawn)
  -4.0	-5.0	103.0	-2.0	14	-1.6	-1.0	-3.0	100.4	96.0	-3.0
> Cc1nc(SCC(=O)c2cc3ccccc3oc2=O)c(C#N)c(-c2ccccc2)c1C(=O)Nc1ccccc1
  -9.0	-5.0	98.5	-5.0	11	-6.0	-0.6	-8.0	98.4	100.1	-7.0
> CCC(C)(C)n1nnnc1C(c1cc2cc(C)cc(C)c2[nH]c1=O)N1CCN(C(=O)c2ccco2)CC1 (stereo not drawn)
  -20.0	-9.0	95.7	-3.0	33	-3.3	0.1	-10.0	97.6	97.2	-2.0
> COc1ccc(C2C(C#N)=C(N)N(Nc3ccccc3)C3=C2C(=O)CC(C)(C)C3)cc1C (stereo not drawn)
  -1.0	-2.0	101.2	0.0	16	1.6	0.5	-1.0	101.3	99.9	0.0
> Cc1ccc(/C=N/n2nnnc2N)cc1[N+](=O)[O-]
  0.0	1.0	98.6	1.0	27	0.8	0.1	-6.0	94.3	94.3	-2.0
> COCCNC(=S)N/N=C/c1ccc(OCc2ccc(C(=O)OC)cc2)c(OC)c1
  -1.0	-3.0	98.3	0.0	11	17.4	0.8	-5.0	96.8	95.0	-4.0
> COC(=O)CSC1=C(C#N)C(c2ccc(Cl)cc2)C(C(=O)OC)C(=O)N1 (stereo not drawn)
  -8.0	-6.0	104.1	-2.0	38	22.8	1.3	-5.0	103.4	101.6	-7.0
> CC(CP(=O)(O)O)NC(=O)Cc1ccccc1 (stereo not drawn)
  0.0	-1.0	101.6	-1.0	16	0.2	0.1	-5.0	101.3	101.7	0.0
> COC(=O)CNC(=O)c1cn(CC(C)C)c(=O)c2cc(OC)c(OC)cc12
  -14.0	-6.0	101.0	-13.0	14	20.4	0.0	-11.0	97.7	98.4	-1.0
> Cc1cc([N+](=O)[O-])nn1CC(=O)Nc1cc(F)ccc1F
  4.0	1.0	97.9	0.0	24	2.4	0.3	0.0	106.1	113.6	0.0
> CC1CCC(C(=O)NC(C(=O)N2CCc3ccccc3C2)C(C)C)CC1 (stereo not drawn)
  2.0	4.0	105.9	1.0	31	-1.3	0.6	2.0	116.8	116.7	0.0
> COc1ccc(C)cc1NC(=O)CN(c1ccccc1F)S(C)(=O)=O
  -4.0	-5.0	106.1	-5.0	12	1.3	0.6	1.0	112.7	110.0	-4.0
> COC(=O)c1ccccc1NC(=O)Nc1cccnc1
  -1.0	-2.0	100.1	-2.0	17	1.1	0.1	0.0	99.9	102.7	2.0
> CSc1nsc(SC)c1NC(=O)OCc1ccccc1
  1.0	-1.0	96.5	-4.0	16	0.9	0.2	-5.0	97.1	98.5	-1.0
> CSc1nc(C)c(Cc2ccccc2)c(=O)[nH]1
  -6.0	-2.0	102.8	0.0	20	4.0	0.9	-5.0	104.4	102.2	-2.0

Overlap with the part before: two compounds, then new ones.
Results follow in this order: Bim-Bfl-1	Bim-Bcl-XL	RGS8-Gao	Bcl-2 Bim block	GSH bead fluor	ABCG2 inh	ABCB1 block	Bim-Bcl-B	RGS4-Gao reg	RGS7-Gao	Bim-Bcl-W
> CSc1nsc(SC)c1NC(=O)OCc1ccccc1
  1.0	-1.0	96.5	-4.0	16	0.9	0.2	-5.0	97.1	98.5	-1.0
> CSc1nc(C)c(Cc2ccccc2)c(=O)[nH]1
  -6.0	-2.0	102.8	0.0	20	4.0	0.9	-5.0	104.4	102.2	-2.0
> CCN1CCN(c2cc(C)c3cc(NC(=S)N4CCN(c5ccccc5)CC4)ccc3n2)CC1
  23.0	1.0	98.5	2.0	19	3.0	-0.1	-5.0	95.0	92.6	0.0
> COc1ccc(CCCc2nnc(SCC(=O)Nc3ccccc3F)o2)cc1
  -3.0	-5.0	100.6	0.0	14	2.0	0.1	-4.0	101.3	96.7	-3.0
> CC(=O)N(Cc1ccccc1)c1ncc2c(n1)c(=O)c(C#N)c1ccccn12
  0.0	0.0	101.4	0.0	20	0.6	0.3	-1.0	97.5	99.9	0.0
> CC(=O)c1cnc(N2CCCCC2)nc1C
  -9.0	3.0	105.6	-9.0	48	2.3	0.7	-13.0	104.7	108.3	5.0
> CC(C)(C)n1ncc2c(=O)n(CC(=O)NCCc3ccccc3)cnc21
  -21.0	-8.0	98.8	-19.0	28	-1.5	0.2	-11.0	97.4	92.0	-5.0
> CC1CCN(C(c2cccs2)c2nnnn2Cc2ccccc2)CC1 (stereo not drawn)
  -4.0	-2.0	99.7	-1.0	54	3.6	1.0	-5.0	99.6	96.8	-1.0

Compound activity as filed in PubChem BioAssay.
